Screens from PubChem BioAssay.
D2 antag – antagonizes the human D2 dopamine receptor. P14416. HEK293 TREx D2 cells, calcium flux, dopamine EC80. inhibition, % at 10 µM. 2% of 340,000 active. AID 485344; in the data active = inhibition above about 30%; also: 0% is about no effect
Target sequence (P14416 whole entry, looked up): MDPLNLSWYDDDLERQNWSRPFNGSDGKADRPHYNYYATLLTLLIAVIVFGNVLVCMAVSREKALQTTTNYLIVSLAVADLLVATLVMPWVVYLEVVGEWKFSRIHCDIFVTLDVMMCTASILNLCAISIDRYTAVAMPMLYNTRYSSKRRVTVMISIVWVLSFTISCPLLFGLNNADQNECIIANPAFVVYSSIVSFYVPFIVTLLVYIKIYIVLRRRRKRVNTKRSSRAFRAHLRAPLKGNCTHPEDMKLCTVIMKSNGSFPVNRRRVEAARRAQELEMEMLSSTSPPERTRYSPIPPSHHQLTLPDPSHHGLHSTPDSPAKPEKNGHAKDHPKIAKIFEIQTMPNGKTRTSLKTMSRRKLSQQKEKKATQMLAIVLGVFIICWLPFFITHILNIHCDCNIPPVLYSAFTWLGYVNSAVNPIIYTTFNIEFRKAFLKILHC
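Cells plated overnight at 30 C with tetracycline; no-wash calcium dye, 30–90 min RT; 10 s baseline; compound pinned; 180 s read; EC80 dopamine added; another 180 s read.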
TRHR ag – agonists of human TRH receptor. TRHR cells, calcium flux fluo-8, FDSS agonist mode. activation, % at 2 µM. AID 493084. 0.18% of 360,000 active; also: 0% is about no effect
Target sequence (P34981 whole entry, looked up): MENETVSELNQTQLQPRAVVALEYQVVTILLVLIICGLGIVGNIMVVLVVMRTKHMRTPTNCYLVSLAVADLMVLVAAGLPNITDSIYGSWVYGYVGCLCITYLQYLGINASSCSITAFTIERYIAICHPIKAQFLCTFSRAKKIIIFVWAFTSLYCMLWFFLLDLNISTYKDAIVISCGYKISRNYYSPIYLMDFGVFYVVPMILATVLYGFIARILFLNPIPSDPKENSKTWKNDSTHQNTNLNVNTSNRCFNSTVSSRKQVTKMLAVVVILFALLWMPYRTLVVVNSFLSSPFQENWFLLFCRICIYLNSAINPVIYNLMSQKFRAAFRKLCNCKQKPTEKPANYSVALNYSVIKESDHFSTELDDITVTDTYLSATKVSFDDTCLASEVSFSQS
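Steps: seed TRHR cells overnight; add fluo-8 no-wash Ca dye, RT 30 min–1.5 h; record 10 s baseline; pin-transfer compounds; monitor fluorescence 1 cycle/s for the agonist window. Calcium increases flag candidate agonists.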
D2 PAM – D2 dopamine receptor (human) potentiation; potentiation, % at 10 µM; AID 485347; HEK293 T-REx D2, calcium flux, EC20 dopamine potentiation; 0.34% of 340,000 active; P14416;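 active = potentiation over 3 SD above the plate norm, cut at about 30% in these data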; also: 0% is about no effect
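Calcium flux readout, no-wash dye, 1 read/s. Inducible HEK293 Trex D2 line, overnight 30 C. Compound alone 180 s (agonist flags), then EC20 dopamine, another 180 s to score potentiation.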
D1 ag – human D1 receptor agonism | P21728 | HEK293 T-REx D1 cells, calcium flux, agonist mode | activation, % at 2 µM | 1% of 360,000 active; also: 0% is about no effect
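Agonism was scored from calcium flux recorded over 180 s (1 read/s) after pintool compound addition, following a 10-cycle baseline. Cells were inducible force-coupled HEK293 TREx D1, plated overnight at 30 C and loaded with no-wash calcium dye.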
D1 antag – antagonists of human D1 dopamine receptor. P21728. HEK293 TREx D1 cells, calcium flux, dopamine EC80; stronger effect = lower value. activity change, negative = inhibition, % at 10 µM. 3.2% of 360,000 active. AID 504652; in the data active = activity change below about -30%; also: % is scaled to controls: 0 for no effect and ±100 for the full control effect
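Using tetracycline-induced force-coupled D1 Hek293 cells and a calcium dye, signals were followed for 180 s after compound, then for 180 s after EC80 dopamine, to detect inhibitors.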
TRHR enhancer – TRH receptor (human) allosteric enhancement; P34981; TRHR cells, fluo-8 calcium fluorescence, EC20 TRH enhancement; enhancement, % at 2 µM; 0.66% of 360,000 active; AID 493056; in the data active = enhancement above about 30%; also: 0% is about no effect
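Enhancer read-out: after compound pinning and an initial kinetic agonist-mode read, an EC20 of TRH (10 nM final) was injected and fluo-8 calcium signal (Ex 480/Em 530) followed at 1 s/cycle for 100 cycles in TRHR-expressing cells.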
RXFP1 antag – antagonists of human relaxin receptor RXFP1; Q9HBX9; HEK293-RXFP1, relaxin-stimulated cAMP HTRF, 30 min; stronger effect = lower value; activity change, negative = inhibition, % at 57.5 µM; 0.59% of 350,000 active; AID 1259400;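 active = activity change of -60% or lower, but not beyond a set lower limit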; also: % is scaled to controls: 0 for no effect and ±100 for the full control effect
D2 agonist – D2 dopamine receptor (human) agonism. P14416. HEK293 T-REx D2 cells, calcium flux agonist mode. activation, % at 2 µM. 0.53% of 340,000 active;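 active = activation over 3 SD above normal in the single-dose calcium agonist read, cut at about 30% in these data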; also: 0% is about no effect
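HEK293 Trex D2 cells, tetracycline-induced, o/n 30 C 5% CO2; no-wash Ca dye, RT 30–90 min; 10-cycle baseline, 23 nl cpd added, kinetic Ca read 180 s; agonist hits = positive Ca response.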
D1 potentiator – human D1 dopamine receptor positive modulation; HEK293 TREx D1 cells, calcium flux, dopamine EC20 potentiation; potentiation, % at 10 µM; 0.036% of 360,000 active; AID 504651; in the data active = potentiation above about 30%; also: 0% is about no effect
* hit, by the source's call. Rule as the data show it, unless noted: active = activation above about 30%; inactive = the rest.

For CCC(C)NC(=O)c1nn(-c2ccc(C)cc2)nc1CO (stereo not drawn) the results were TRHR ag -1.5, D2 PAM 7, D1 ag 2, D1 antag -5, TRHR enhancer -4, RXFP1 antag -18, D2 agonist -0.2 and D1 potentiator 2.
For O=C(O)c1cccc(S(=O)(=O)Nc2cccc3ccccc23)c1 the results were D2 antag 0, TRHR ag 1.2, D2 PAM 9, D1 ag 5, D1 antag -3, TRHR enhancer 13, RXFP1 antag -7, D2 agonist 2.0 and D1 potentiator -4.
CC(NC(C)c1ccccc1Cl)C(=O)Nc1cccc(S(=O)(=O)N2CCCCC2)c1 (stereo not drawn) was read as TRHR ag 0.3, D2 PAM 7, D1 ag 8, D1 antag -8, TRHR enhancer 2, RXFP1 antag -15 and D1 potentiator 0.
`O=c1cc(-c2ccc(O)cc2)oc2c(C3OCC(O)C(O)C3O)c(O)c(C3OC(CO)C(O)C(O)C3O)c(O)c12` (stereo not drawn) gave D2 antag 22, TRHR ag -0.2, D2 PAM 4, D1 ag 0, D1 antag 5, TRHR enhancer -4, RXFP1 antag 4, D2 agonist -1.0 and D1 potentiator -2.
Screening CC(=O)OC(C(=O)N1CCN(c2ccccc2F)CC1)c1ccccc1 (stereo not drawn) returned D2 antag -6, TRHR ag 0.1, D2 PAM 7, D1 ag 0, D1 antag 10, TRHR enhancer 1, RXFP1 antag -2, D2 agonist -0.4 and D1 potentiator -1.
`Cc1cc(C)cc(OCC(=O)Nc2cc(NC(=O)COc3cc(C)cc(C)c3)cc(C(=O)O)c2)c1` gave D2 antag 4, TRHR ag -0.4, D2 PAM 17, D1 ag 0, D1 antag 8, TRHR enhancer 6, RXFP1 antag -1, D2 agonist -0.1 and D1 potentiator -8.
CCOC(=O)C1CCN(S(=O)(=O)c2c[nH]c(=O)[nH]c2=O)CC1 was read as D2 antag -24, TRHR ag 0.5, D2 PAM 18, D1 ag 4, D1 antag -12, TRHR enhancer 25, RXFP1 antag 3, D2 agonist 0.0 and D1 potentiator -3.
Cc1c(C(=O)NCc2cccc(Cl)c2)sc2nc3n(c(=O)c12)CCC3 was read as TRHR ag -0.2, D2 PAM -2, D1 ag 0, D1 antag -2, TRHR enhancer 13, RXFP1 antag -9, D2 agonist -0.3 and D1 potentiator -1.
CCN(CC)c1ccc(/C=N/n2c(=S)[nH]nc(C)c2=O)cc1 was read as D2 antag -15, TRHR ag -0.5, D2 PAM 1, D1 ag -1, D1 antag 16, TRHR enhancer -4, RXFP1 antag 4, D2 agonist -0.4 and D1 potentiator 1.
For COc1ccc(CNC(=O)CN(C(=O)c2csnn2)c2ccccc2F)cc1 the results were D2 antag 4, TRHR ag -0.4, D2 PAM -2, D1 ag 1, D1 antag 12, TRHR enhancer -3, RXFP1 antag 1, D2 agonist -3.6 and D1 potentiator -3.
For CC(C)(C)c1nnc(NC(=O)CCS(=O)(=O)c2ccccc2)s1 the results were D2 antag 2, TRHR ag 0.2, D2 PAM -14, D1 ag 2, D1 antag -2, TRHR enhancer 1, RXFP1 antag -5, D2 agonist 0.8 and D1 potentiator 0.
`Cc1c(C)n(CCc2ccccc2)c2ncnc(NCCCO)c12` gave D2 antag -5, TRHR ag -0.8, D2 PAM -2, D1 ag -1, D1 antag -32*, TRHR enhancer 6, RXFP1 antag -4, D2 agonist 0.3 and D1 potentiator -7.
For CCn1c(=O)c(C(=O)NNS(=O)(=O)c2ccc(Cl)cc2)c(O)c2ccccc21 the results were D2 antag -6, TRHR ag -0.5, D2 PAM -4, D1 ag 3, D1 antag 4, TRHR enhancer -5, D2 agonist -1.5 and D1 potentiator 0.
`CCN(CC)C(=O)CCCc1c[nH]c2ccccc12` gave D2 antag -1, TRHR ag 0.1, D2 PAM -2, D1 ag 2, D1 antag -8, TRHR enhancer 0, RXFP1 antag -21, D2 agonist 1.0 and D1 potentiator -1.
Screening Cc1cccc(C(=O)Nc2ccc(S(=O)(=O)Nc3nc(C)cc(C)n3)cc2)c1 returned TRHR ag 0.5, D1 ag 0, D1 antag -4, TRHR enhancer -3, RXFP1 antag -3 and D1 potentiator -4.
For COc1ccc(NC(=O)c2ccc(-n3cncn3)c([N+](=O)[O-])c2)cc1OC the results were D2 antag 35*, TRHR ag 0.3, D2 PAM -2, D1 ag 0, D1 antag -2, TRHR enhancer 0, RXFP1 antag 11, D2 agonist -0.8 and D1 potentiator 3.
`O=S(=O)(c1ccc(Cl)s1)N1CCCCC1` gave D2 antag 3, TRHR ag -1.3, D2 PAM -4, D1 ag -1, D1 antag 0, TRHR enhancer 19, RXFP1 antag -17, D2 agonist -1.1 and D1 potentiator 5.
For Cc1cccc(NC(=O)N2CCC(c3nc4ccccc4o3)CC2)c1 the results were D2 antag -6, TRHR ag -0.2, D2 PAM -7, D1 ag 0, D1 antag 2, TRHR enhancer 0, RXFP1 antag -10, D2 agonist 0.4 and D1 potentiator 2.
`Cc1ccc(C(=O)Nc2ccccc2C(=O)OCc2cc(=O)n3nc(C4CC4)sc3n2)cc1` gave TRHR ag 0.0, D2 PAM -4, D1 ag 0, D1 antag -6, TRHR enhancer 1, RXFP1 antag 1, D2 agonist -0.1 and D1 potentiator 0.
O=C(/C=C/c1cccs1)N1CCC2(CC1)Oc1ccc(F)cc1C(=O)C21CC(c2ccccc2)=NO1 (stereo not drawn) was read as D2 antag -25, TRHR ag 0.2, D2 PAM 3, D1 ag 5, D1 antag -26, TRHR enhancer -1, D2 agonist -2.6 and D1 potentiator -4.

Brought forward from above: four entries, then new ones.
`O=S(=O)(c1ccc(Cl)s1)N1CCCCC1` gave D2 antag 3, TRHR ag -1.3, D2 PAM -4, D1 ag -1, D1 antag 0, TRHR enhancer 19, RXFP1 antag -17, D2 agonist -1.1 and D1 potentiator 5.
For Cc1cccc(NC(=O)N2CCC(c3nc4ccccc4o3)CC2)c1 the results were D2 antag -6, TRHR ag -0.2, D2 PAM -7, D1 ag 0, D1 antag 2, TRHR enhancer 0, RXFP1 antag -10, D2 agonist 0.4 and D1 potentiator 2.
`Cc1ccc(C(=O)Nc2ccccc2C(=O)OCc2cc(=O)n3nc(C4CC4)sc3n2)cc1` gave TRHR ag 0.0, D2 PAM -4, D1 ag 0, D1 antag -6, TRHR enhancer 1, RXFP1 antag 1, D2 agonist -0.1 and D1 potentiator 0.
O=C(/C=C/c1cccs1)N1CCC2(CC1)Oc1ccc(F)cc1C(=O)C21CC(c2ccccc2)=NO1 (stereo not drawn) was read as D2 antag -25, TRHR ag 0.2, D2 PAM 3, D1 ag 5, D1 antag -26, TRHR enhancer -1, D2 agonist -2.6 and D1 potentiator -4.
Screening CCOc1cc(C2C(C(C)=O)=C(O)C(=O)N2CCc2c[nH]c3ccccc23)ccc1O (stereo not drawn) returned D2 antag -13, TRHR ag 0.3, D2 PAM 5, D1 ag 2, D1 antag -19, TRHR enhancer 3, RXFP1 antag 7, D2 agonist -0.2 and D1 potentiator 9.
`Cc1cc2cc(CNC(=O)c3cccc([N+](=O)[O-])c3)ccc2n1C` gave D2 antag 3, TRHR ag -0.4, D2 PAM 5, D1 ag -1, D1 antag -29, TRHR enhancer 0, RXFP1 antag 9, D2 agonist -0.5 and D1 potentiator -3.
For COc1ccc(-c2[nH]ncc2CNCCn2cccn2)c(F)c1 the results were D2 antag 10, TRHR ag 0.9, D2 PAM 16, D1 ag 5, D1 antag -2, TRHR enhancer -7, RXFP1 antag -7, D2 agonist 0.1 and D1 potentiator -5.
For CCOC(=O)c1c(CN2CCN(c3ccccc3)CC2)oc2cc(Br)c(O)cc12 the results were D2 antag -6, TRHR ag 0.7, D2 PAM 12, D1 ag 3, D1 antag -3, TRHR enhancer 2, RXFP1 antag -10, D2 agonist 0.4 and D1 potentiator -1.
NCCCCc1ccc2ccc3cccc4ccc1c2c34 was read as D2 antag -20, TRHR ag 0.1, D2 PAM 2, D1 ag 8, D1 antag 7, TRHR enhancer 4, RXFP1 antag 4, D2 agonist -0.3 and D1 potentiator -1.
For CCOC(=O)c1cnn(-c2nc(-c3ccc(F)cc3)cs2)c1C(F)(F)F the results were D2 antag 0, TRHR ag 0.7, D2 PAM 0, D1 ag 8, D1 antag 8, TRHR enhancer 7, RXFP1 antag 4, D2 agonist 0.5 and D1 potentiator 2.
For CCOc1ccc(OCC)c(NC(=O)C(NS(=O)(=O)c2cccs2)c2ccccc2)c1 (stereo not drawn) the results were TRHR ag 1.7, D2 PAM 11, D1 ag 1, D1 antag 2, TRHR enhancer -2, D2 agonist -0.6 and D1 potentiator -1.
Screening Cc1cc(Br)ccc1NC(=O)CN(C)C(=O)c1ccc2ccccc2n1 returned D2 antag 14, TRHR ag 0.0, D2 PAM -10, D1 ag -1, D1 antag -12, TRHR enhancer 1, RXFP1 antag 2, D2 agonist 0.0 and D1 potentiator 4.
Screening C1=CC2CC1CC2CN1CCN(Cc2ccccc2)CC1 (stereo not drawn) returned D2 antag -20, TRHR ag -0.9, D2 PAM 10, D1 ag 3, D1 antag -18, TRHR enhancer 1, RXFP1 antag 3, D2 agonist 0.2 and D1 potentiator -5.
Screening COc1ccccc1NC(=O)CCc1nc(-c2cccs2)no1 returned D2 antag -9, TRHR ag 0.3, D2 PAM -2, D1 ag 1, D1 antag -15, TRHR enhancer 3, RXFP1 antag 4, D2 agonist -0.6 and D1 potentiator 0.
For COc1ccc(NC(=O)CNC(=O)N2CC(=O)Nc3ccccc32)cc1OC the results were D2 antag -12, TRHR ag 0.4, D2 PAM 1, D1 ag 1, D1 antag 17, TRHR enhancer 2, RXFP1 antag 0, D2 agonist -0.1 and D1 potentiator -5.
Screening Cc1cc(Cl)ccc1NC(=S)NC1CCCC1 returned D2 antag 21, TRHR ag -0.2, D2 PAM -12, D1 ag 5, D1 antag 1, TRHR enhancer 0, RXFP1 antag -7, D2 agonist -0.5 and D1 potentiator 1.
For Cc1ccc(C)c(NC(=O)CN(C)C(=O)c2ccc(-c3ccc(Cl)cc3)o2)c1 the results were D2 antag 14, TRHR ag 0.0, D2 PAM 0, D1 ag 1, D1 antag -6, TRHR enhancer -4, RXFP1 antag -22, D2 agonist 0.3 and D1 potentiator 5.
`CC(C)(C)NC(=O)C(c1ccccc1)N(C(=O)C1CSC(=O)C1)c1ccccc1` (stereo not drawn) gave D2 antag 26, TRHR ag 0.2, D2 PAM 2, D1 ag 6, D1 antag 4, TRHR enhancer -3, RXFP1 antag 4, D2 agonist -0.4 and D1 potentiator -3.
`O=C(Cn1cnc2c(oc3ccccc32)c1=O)NCc1ccccc1` gave D2 antag -12, TRHR ag -0.1, D2 PAM 4, D1 ag -2, D1 antag -7, TRHR enhancer -2, D2 agonist 0.3 and D1 potentiator -2.
C[N+]1(CCOc2ccc([N+](=O)[O-])cc2)CCOCC1 was read as D2 antag 1, TRHR ag 0.0, D2 PAM 13, D1 ag 0, D1 antag 1, TRHR enhancer -5, RXFP1 antag -2, D2 agonist 1.0 and D1 potentiator 3.
For CCOC(=O)N1CCC(N2CCN(Cc3ccc(C)o3)C(CCO)C2)CC1 (stereo not drawn) the results were D2 antag -7, TRHR ag 1.4, D2 PAM 4, D1 ag -1, D1 antag -1, TRHR enhancer 0, RXFP1 antag 0, D2 agonist 1.6 and D1 potentiator -2.
